M. tuberculosis: growth inhibition of non-replicating M. tuberculosis (AID 488890); Mycobacterium tuberculosis non-replicating, growth inhibition; higher % means a stronger effect; 320,000 compounds, 0.39% hits; inhibition, % at 25 µM; hits with a dose series show IC50 in µM; in the data active means a potency from the dose series; inconclusive means inhibition mostly from about 82% at the one dose, without a potency; inactive means the rest, 99 in 100 with inhibition below about 76%;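 further: plate controls were DMSO cells for no effect and high antibiotic wells for full effect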
PhoP GFP inhibition: Inhibition of PhoP regulon, Salmonella typhi GFP reporter cells, confirmation, 4 h (AID 1850) | 310,000 compounds, 0.33% hits | Salmonella Typhi PhoP-promoter GFP reporter, fluorescence, 4 h; higher % means a stronger effect | one-dose inhibition, % at 50 µM; IC50 in µM for titrated hits; in the data active means a potency from the dose series; inconclusive means inhibition mostly from about 25% at the one dose, without a potency; inactive means the rest, 99 in 100 with inhibition below about 19%;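 further: 0% = induced wells with vehicle and 100% = uninduced wells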
H37Rv inhibition: M. tuberculosis growth inhibition, HTS (AID 449762); M. tuberculosis H37Rv growth inhibition, 7H9 media; higher % means a stronger effect; inhibition, % at 25 µM, or IC50 in µM where a hit was titrated; 330,000 compounds, 0.59% hits; in the data active means a potency from the dose series; inconclusive means inhibition above about 70% without an active follow-up result;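 further: bacterial growth assessed after seven days of incubation; strong numbers were not always called active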
VEEV TC-83 Vero: inhibitors of VEEV TC-83 cytopathic effect, confirmation, Vero cells (AID 588727); Vero cells, VEEV TC-83 cytopathic effect inhibition; higher % means a stronger effect; inhibition, % at 20 µM; hits with a dose series show IC50 in µM; 350,000 compounds, 0.13% hits; in the data active means a potency from the dose series; inconclusive means inhibition mostly from about 14% at the one dose, without a potency; inactive means the rest, 99 in 100 with inhibition below about 12%; further: strong numbers were not always called active
influenza NS1A: NS1A inhibition, H1N1 influenza, cell based functional assay (AID 504329); NS1A functional cell-based assay, percent inhibition; higher % means a stronger effect; inhibition, % at 12.5 µM; hits with a dose series show IC50 in µM; 340,000 compounds, 0.3% hits; in the data active means a potency from the dose series; inconclusive means inhibition above about 27% without an active follow-up result; further: strong numbers were not always called active
VEEV TC-83 Vero 10K pilot screen: recorded beside VEEV TC-83 Vero, whose call it bears; inhibition, %; measured here: 10K pilot screen inhibition
The depositor's hits bear a star; i = inactive; u = inconclusive; x = not tested or not shown.

SMILES | M. tuberculosis | PhoP GFP inhibition | H37Rv inhibition | VEEV TC-83 Vero | influenza NS1A | others
Cc1cccc(N2CC(c3nc4ccccc4n3C)CC2=O)c1C (centres undefined) | -11% | -3% | -7% | i | -2%
Cc1cccc(C(=O)OCC(=O)Nc2ccc3c(c2)OCCO3)c1O | 20% | x | -8% | 0.3% | -2%
O=C(NCc1nc2ccccc2[nH]1)c1cc2ccccc2oc1=O | -3% | -12% | -10% | 7.7% | -7%
Cc1ccc(CN2C3=NC(=O)CN3c3ccccc32)cc1 | 7% | 4% | 4% | 3.9% | 2%
CCOC(=O)C1C(c2ccc(O)c(OC)c2)NC(=O)NC1(O)C(F)(F)F (centres undefined) | 3% | 4% | 14% | 0.5% | -5%
Cc1ccc(S(=O)(=O)N2CCOCC2)cc1C(=O)OCC(=O)NC1CCCC1 | 2% | x | 2% | 3.6% | -8%
O=C(Nc1ccccc1)Nc1cccc2nsnc12 | 66% | 8% | 3% | 4.4% | -11%
CCOC(=O)c1c(NC(=S)Nc2ccc(OC)cc2)sc2c1CCC2 | 4% | -9% | 2% | 0.3% | -4%
Cc1c(SCCO)c(=O)[nH]c2cc3c(cc12)OCO3 | -7% | -9% | 2% | 3.0% | 9%
Nn1c(Cc2ccccc2)nc2sc3c(c2c1=O)CCC3 | -14% | 13% | 0% | 4.2% | -20%
CCO[C@H]1OC(C(=O)N2CCN(Cc3ccccc3)CC2)=C[C@@H](c2ccc(C(F)(F)F)cc2)[C@@H]1CCCO | -22% | 0% | 0% | 1.7% | 13%
CCOC(=O)CSc1nc2c(c(=O)n(Cc3ccccc3Cl)c(=O)n2C)n1C | u | -10% | u | 0.4% | 9%
O=C(N/N=C/c1c[nH]c2ccc(Br)cc12)c1ccc2c(c1)OCO2 | -34% | -5% | -6% | 2.4% | -1%
Cn1cccc1C1Nc2ccccc2NC2=C1C(=O)CC(C)(C)C2 (centres undefined) | 37% | 1% | 4% | 12% | 9% | VEEV TC-83 Vero 10K pilot screen=1.4
Nc1cc(OCC(F)(F)F)cc([N+](=O)[O-])c1 | 15% | 8% | 10% | 2.1% | 3%
COc1ccc(NC(=O)Cn2c(=O)n(CC3CCCO3)c(=O)c3cc(OC)c(OC)cc32)cc1OC (centres undefined) | 4% | x | -16% | 0.3% | 2%
COC(=O)c1c(C(C)=O)c(C)n(C)c1C | -18% | 3% | -11% | i | -6%
Cc1ccc2nc(C3CCN(C(=O)NCc4ccccc4)CC3)[nH]c2c1 | 2% | 6% | -8% | i | 25%
COc1cc(/C=C(\C#N)C(=O)NCc2ccccc2)ccc1OCc1ccc(C(=O)O)cc1 | 4% | -15% | 2% | 0.8% | -13%
O=C(NC12CC3CC(CC(C3)C1)C2)N1CCN(c2nc(-c3ccccc3)cs2)CC1 | 20% | 1% | u | 7.5% | -21%
CCCCn1c2c(cc(C(=O)OC)c1=O)C(=O)CCC2 | x | x | x | i | -9%
COc1ccccc1NC(=O)COC(=O)Cc1cccs1 | 23% | -2% | 2% | i | 9%
Cc1nn(C)cc1/C=N/NC(=O)C1(O)c2ccccc2-c2ccccc21 | -1% | -2% | -12% | 0.6% | -8%
O=C(NCc1cccc(F)c1)C1CCN(S(=O)(=O)Cc2ccccc2)CC1 | -14% | 8% | 1% | 0.2% | 3%
CCN(C(=O)COC(=O)c1cc([N+](=O)[O-])ccc1N1CCOCC1)c1ccccc1 | 21% | x | 0% | 4.7% | 4%
CCOC(=O)C1=CN(Cc2cccc(F)c2)S(=O)(=O)NC1c1ccccc1 (centres undefined) | x | x | x | 1.7% | -5%
CC12CCC(C(=O)N3CCCCC3)(CC1=O)C2(C)C (centres undefined) | -11% | -3% | 4% | 0.8% | -4%
CCOC(=O)C1=C(C)C(c2ccc(OC)cc2OC)NC(=O)N1 (centres undefined) | 4% | -5% | 0% | 1.7% | -5%
COc1cc(/C=N/NC(N)=S)ccc1OC(=O)c1ccc(C)cc1 | u | 5% | 44% | 7.8% | 14%
COc1ccccc1[C@H]1C(c2ccccc2)=NN(c2ccccc2)[C@@H]1CO | x | x | x | 2.9% | -26%
O=C(Nc1sc2c(c1C(=O)O)CCCCC2)c1ccco1 | 31% | -4% | 1% | 1.6% | -1%
CC1Cc2ccccc2N1C(=O)CSc1nc2c(c(=O)n(C)c(=O)n2C)n1Cc1ccc(F)cc1 (centres undefined) | -4% | -10% | 9% | 13% | -1%
Cc1ccc(C2CC(=O)C=C(NCC(C)C)C2)cc1 (centres undefined) | -12% | -3% | -2% | 1.2% | 7%
COc1ccc(CCNC(=O)COC(=O)/C=C/c2ccc(OCC#N)c(OC)c2)cc1OC | 26% | -24% | 4% | 0.9% | -7%
COc1ccc(/C=N/N2C(=O)CSC2=S)cc1 | u | 12% | 7% | 0.3% | -2%
CN1C(=O)CCC1(O)c1ccccc1 (centres undefined) | 9% | -6% | -2% | i | -26%
COc1ccc(OC)c(-n2nnnc2SCC(=O)Nc2ccc3c(c2)OCCO3)c1 | -2% | 3% | 4% | 1.3% | -1%
COC(=O)C1=C(c2ccc(OC)c(OC)c2)C[C@@H]2CC[C@H]1N2C(=O)NCc1cccc2ccccc12 | 29% | x | 0% | 0.4% | -17%
CNC(=S)NNC(=O)c1cccc(C(F)(F)F)c1 | -17% | 6% | -8% | 1.5% | 6%
CCOc1ccc(N2C(=O)Nc3ccccc3C2(O)C(=O)NCc2ccc(OC)cc2)cc1 (centres undefined) | 2% | 0% | 7% | i | 2%
COc1ccc(-c2oc(=O)n(C)c2-c2ccc(OC)cc2)cc1 | 18% | -4% | 17% | 0.2% | 9%
Cc1cccc(CSCCNC(=O)c2ccc(CN3CCOCC3)cc2)c1 | 29% | 8% | 2% | 1.2% | -7%
COc1ccc(NC(=O)c2c(C)oc3c2CCCC3)cc1 | 8% | 2% | -8% | 0.1% | 2%
Cc1ccc(C(CNS(=O)(=O)c2ccc(Cl)cc2)N2CCN(C)CC2)cc1 (centres undefined) | -1% | 1% | -3% | 1.7% | -7%
CC(=O)c1ccc(S(=O)(=O)N(C)CC(=O)Nc2cc(C)on2)cc1 | x | x | x | 4.1% | -6%
CCN(CC)c1cc(C)c2ccccc2n1 | 28% | -1% | -1% | 1.0% | -4%
COc1ccccc1NS(=O)(=O)c1cc(N/C(=N\S(=O)(=O)c2ccccc2)c2ccc(F)cc2)ccc1Cl | 27% | -30% | 2% | 2.9% | 38%
O=C(O)CN1C(=O)/C(=C\c2cc([N+](=O)[O-])ccc2OCc2ccccc2Cl)SC1=S | 5% | -1% | 4% | 1.0% | 3%

Two consecutive compounds out of the list so far:
SMILES | M. tuberculosis | PhoP GFP inhibition | H37Rv inhibition | VEEV TC-83 Vero | influenza NS1A | others
COc1ccc(OC)c(-n2nnnc2SCC(=O)Nc2ccc3c(c2)OCCO3)c1 | -2% | 3% | 4% | 1.3% | -1%
COC(=O)C1=C(c2ccc(OC)c(OC)c2)C[C@@H]2CC[C@H]1N2C(=O)NCc1cccc2ccccc12 | 29% | x | 0% | 0.4% | -17%

(cont.)
SMILES | M. tuberculosis | PhoP GFP inhibition | H37Rv inhibition | VEEV TC-83 Vero | influenza NS1A | others
Cc1nn(CCC(=O)N2CCN(S(=O)(=O)c3ccccc3)CC2)c(C)c1C | -1% | -12% | 0% | i | 7%
CC(=O)c1ccc(N2CCN(CC(=O)Nc3ccccc3N3CCOCC3)CC2)cc1 | 22% | 4% | 4% | 1.5% | 4%
Cc1cc2c(C)cc(=O)oc2c2c1NCCC2 | -13% | -9% | 1% | 2.4% | -3%
Cc1c(/C=C2\SC(=Nc3cccc(C(=O)O)c3)NC2=O)c2ccccc2n1C | 9% | -9% | -7% | 0.2% | 14%
COCCCNc1nc(N)c([N+](=O)[O-])c(NCc2ccccc2)n1 | 15% | -2% | -5% | 1.1% | -9%
CC(=O)C[C@H](O)CC(=O)[C@H]1OC(=O)[C@@H](C)CCCCc2ccccc21 | 4% | x | 1% | 1.2% | -21%
COc1cc2c(cc1NC(=O)CSc1nc3ccccc3[nH]1)oc1ccccc12 | 59% | 2% | u | 2.1% | -3%
Cc1ccc(OCC(=O)NNC(=O)c2cc(C)[nH]n2)cc1 | -7% | 1% | -9% | 0.7% | -4%
O=C(N/C(=C/c1cccc(Br)c1)c1nc(=S)[nH][nH]1)c1ccccc1 | u | 3% | u | 4.3% | 14%
CC(C)CC(=O)NC(=S)Nc1cccc(NC(=O)c2ccccc2)c1 | 59% | 1% | 3% | 3.4% | 12%
CCC(C)[C@H]1COCCS(=O)(=O)N1Cc1ccc(Cl)cc1Cl (some centres undefined) | 19% | 11% | 3% | i | 13%
O=C(CCCn1cncn1)N1CCCC(Nc2ccc(F)cc2)C1 (centres undefined) | -15% | -7% | -1% | 2.1% | 22%

5 entries from above, ordered by SMILES length, ascending.
SMILES | M. tuberculosis | PhoP GFP inhibition | H37Rv inhibition | VEEV TC-83 Vero | influenza NS1A | others
Cc1ccc(OCC(=O)NNC(=O)c2cc(C)[nH]n2)cc1 | -7% | 1% | -9% | 0.7% | -4%
CC(C)CC(=O)NC(=S)Nc1cccc(NC(=O)c2ccccc2)c1 | 59% | 1% | 3% | 3.4% | 12%
Cc1nn(CCC(=O)N2CCN(S(=O)(=O)c3ccccc3)CC2)c(C)c1C | -1% | -12% | 0% | i | 7%
CC(=O)c1ccc(N2CCN(CC(=O)Nc3ccccc3N3CCOCC3)CC2)cc1 | 22% | 4% | 4% | 1.5% | 4%
O=C(N/C(=C/c1cccc(Br)c1)c1nc(=S)[nH][nH]1)c1ccccc1 | u | 3% | u | 4.3% | 14%

Continuation.
SMILES | M. tuberculosis | PhoP GFP inhibition | H37Rv inhibition | VEEV TC-83 Vero | influenza NS1A | others
COc1ccc(N2CCN(C(CNC(=O)COc3ccccc3)c3ccco3)CC2)cc1 (centres undefined) | 15% | 11% | 8% | 4.2% | -8%
O=C(c1ccco1)N1CCN(S(=O)(=O)Cc2ccc(Cl)cc2)CC1 | -5% | -3% | 1% | i | -5%
CCOC(=O)c1[nH]c2ccccc2c1NC(=O)CCN1CC(C)OC(C)C1 (centres undefined) | -8% | -6% | -5% | 0.4% | 3%
COc1ccc(CCNC(=O)c2ccc(OCc3c(C)noc3C)c(OC)c2)cc1 | 6% | x | 3% | 3.1% | -1%
COc1cc2c(cc1OC)CN(C(=S)Nc1ccc(C)cc1C)CC2 | 3% | -5% | -3% | i | -8%
O=C(/C=C/c1cccc(Br)c1)NC1CCN(Cc2ccccc2)CC1 | 17% | -11% | 9% | 0.4% | 26%
O=C1OC(/C=C/c2ccccc2)=NC/1=C/c1ccco1 | u | 0% | 48% | 0.3% | -1%
COc1cccc(NC(=O)c2sc3ncn(CC(=O)N4CCN(c5ccccn5)CC4)c(=O)c3c2C)c1 | 30% | 2% | -1% | 4.4% | -7%
COc1ccccc1C(=O)Nc1ccc(C2=NNC(=O)CC2C)cc1 (centres undefined) | 34% | 15% | 11% | 10% | 18%
CC1=NN(C(=O)c2ccc(Cn3cc([N+](=O)[O-])cn3)cc2)C(O)(C(F)(F)F)C1 (centres undefined) | 78% | -1% | -2% | 2.7% | -4%
Cc1ccc(N(C(=O)c2csnn2)C(C(=O)NC2CCCCC2)c2ccncc2)c(C)c1 (centres undefined) | -17% | 4% | -6% | 2.0% | 6%
Cc1nonc1NC(=O)c1ccccc1Br | -7% | -8% | -8% | i | -2%

Structures above with a COOH group:
SMILES | M. tuberculosis | PhoP GFP inhibition | H37Rv inhibition | VEEV TC-83 Vero | influenza NS1A | others
COc1cc(/C=C(\C#N)C(=O)NCc2ccccc2)ccc1OCc1ccc(C(=O)O)cc1 | 4% | -15% | 2% | 0.8% | -13%
O=C(Nc1sc2c(c1C(=O)O)CCCCC2)c1ccco1 | 31% | -4% | 1% | 1.6% | -1%
O=C(O)CN1C(=O)/C(=C\c2cc([N+](=O)[O-])ccc2OCc2ccccc2Cl)SC1=S | 5% | -1% | 4% | 1.0% | 3%
Cc1c(/C=C2\SC(=Nc3cccc(C(=O)O)c3)NC2=O)c2ccccc2n1C | 9% | -9% | -7% | 0.2% | 14%
